# EPAC2 ag – activates human EPAC2 exchange factor; AID 720711; EPAC2 activation, biochemical qHTS; response scale: 100% = 6.5 mM cAMP response; Q8WZA2; 0.079% of 360,000 active; Potency, µM (top dose mostly 154 µM), without a hit: top-dose activation, usual class: activators; further: nearly all actives have a fitted effect of over 50% in size
#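 Nucleotide exchange monitored as fluorescence drop when BODIPY-GDP leaves Rap1B. Reaction: 100 nM EPAC2, 250 nM RAP1B-BODIPY-GDP, 50 uM GDP, room temperature, kinetic read over 30 min. Activity expressed relative to 6.5 mM cAMP.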
# FUS suppressor – suppressors of FUS proteinopathy in yeast; S. cerevisiae FUS-expressing, growth rescue, OD600, 24 h; 0.24% of 390,000 active; Potency, µM (titrated, usually from 76.6 µM), for the others: at the top dose growth rescue (activation), most hits filed as activators;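 further: plate controls were DMSO vehicle for no effect and reference control for full effect; nearly all actives have a fitted effect of over 55% in size; some results filed as inactive show a strong effect at the top dose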
#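 Steps: raffinose overnight preculture; dilution to OD 0.005 in 2% galactose minimal medium; compound addition (concentration series); 24hr at 30C, 99% humidity; absorbance read at 600 nm.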
# EPAC1 antagonist – EPAC1 (human) antagonism; 0.14% of 360,000 active; Potency, µM (doses to about 115 µM), inactives show at the top dose activity change, negative = inhibition, hits mostly inhibitors; AID 720709; O95398; EPAC1 GEF assay, Rap1b-BODIPY-GDP exchange fluorescence;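 further: plate controls were vehicle for no effect and positive control for full effect; nearly all actives have a fitted effect of over 50% in size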
# Target sequence (O95398 whole entry, looked up): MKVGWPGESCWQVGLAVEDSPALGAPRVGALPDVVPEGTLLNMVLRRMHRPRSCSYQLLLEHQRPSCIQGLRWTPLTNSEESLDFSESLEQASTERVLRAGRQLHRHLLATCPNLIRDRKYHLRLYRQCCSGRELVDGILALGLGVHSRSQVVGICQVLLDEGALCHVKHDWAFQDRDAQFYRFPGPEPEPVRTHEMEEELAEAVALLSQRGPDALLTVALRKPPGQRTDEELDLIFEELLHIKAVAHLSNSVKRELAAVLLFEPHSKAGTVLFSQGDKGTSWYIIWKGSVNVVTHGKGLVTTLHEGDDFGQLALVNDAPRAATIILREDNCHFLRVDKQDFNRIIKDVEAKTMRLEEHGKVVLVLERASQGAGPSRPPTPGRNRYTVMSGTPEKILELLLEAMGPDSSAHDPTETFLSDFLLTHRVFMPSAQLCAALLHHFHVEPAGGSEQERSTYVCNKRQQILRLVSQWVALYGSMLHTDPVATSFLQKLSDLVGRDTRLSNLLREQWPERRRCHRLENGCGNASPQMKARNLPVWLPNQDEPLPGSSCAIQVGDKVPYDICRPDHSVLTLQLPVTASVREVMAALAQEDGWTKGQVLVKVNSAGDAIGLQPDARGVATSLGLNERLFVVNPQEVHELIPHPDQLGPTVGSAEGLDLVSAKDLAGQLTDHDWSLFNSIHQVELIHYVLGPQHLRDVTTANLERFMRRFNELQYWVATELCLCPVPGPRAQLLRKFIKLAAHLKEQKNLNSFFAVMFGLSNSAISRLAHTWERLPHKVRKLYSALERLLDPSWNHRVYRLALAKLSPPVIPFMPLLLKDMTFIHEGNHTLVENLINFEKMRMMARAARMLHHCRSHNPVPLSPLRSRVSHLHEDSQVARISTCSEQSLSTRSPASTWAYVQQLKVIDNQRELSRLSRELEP
# PTHR1 ag – activates the human parathyroid hormone receptor PTHR1; Q03431; HEK293 GP2 PTHR1 cells, GloSensor cAMP luminescence, 1 h; Potency, µM (highest dose often 115 µM), for the others: at the highest dose activation, hits mostly activators; 0.075% of 410,000 active; AID 743266; further: nearly all actives have a fitted effect of over 55% in size; some results filed as inactive show a strong effect at the top dose; inactives centre near -15; many of its hits are not listed in these tables
#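 HEK-293-derived GP2 cells expressing PTHR1 and a GloSensor cAMP reporter, 3,000/well, plated overnight, given luciferin plus IBMX (each 0.5 mM as added) for 1 h at 37 °C, then compound for 1 h at 37 °C. Luminescence was read after 15 min at room temperature.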
# EPAC1 ag – EPAC1 (human) agonism; EPAC1 agonist qHTS, biochemical assay; response scale: 100% = response to 6.5 mM cAMP; Potency, µM (top dose mostly 154 µM), for inactives: top-dose activation, usual class: activators; 0.073% of 360,000 active; O95398; AID 720707; further: nearly all actives have a fitted effect of over 60% in size
#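 Nucleotide exchange assay: 100 nM EPAC1 with 250 nM Rap1B loaded with BODIPY-GDP and 50 uM GDP, room temperature. Fluorescence (480/540 nm) read every 5 min for 30 min; signal change normalized to 6.5 mM cAMP as full agonist.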
# TDP-43 yeast inh – rescues yeast growth from TDP-43 toxicity; Potency, µM (highest dose often 46.1 µM), inactives show at the highest dose growth rescue (activation), most hits filed as activators; 1.8% of 410,000 active; AID 652104; TDP-43 expressing yeast growth rescue, BacTiter-Glo, 24 h; further: % of control where 0% means no effect; nearly all actives have a fitted effect of over 50% in size
#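 Cell-based yeast growth screen: TDP-43 expression induced in galactose, inoculum OD600=0.02 after raffinose pregrowth to mid-log. Read-out BacTiter-Glo luminescence at 24 hr, 30 deg C; inhibition of toxicity seen as signal increase.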
# EPAC2 antag – antagonists of human EPAC2. Q8WZA2. EPAC2 GEF exchange of Rap1B-BODIPY-GDP, fluorescence. AID 720708. 0.18% of 360,000 active. Potency, µM (titrated, usually from 114 µM), for the others: at the top dose activity, negative = inhibition, actives largely listed as inhibitors; further: on the % scale 0 is the no-effect control and ±100 the full control effect; nearly all actives have a fitted effect of over 45% in size; many of its hits are not listed in these tables
# aSyn yeast inh – alpha-synuclein toxicity inhibition in yeast. Yeast expressing alpha-synuclein, growth rescue, BacTiter-Glo, 24 h. Potency, µM (top dose mostly 46.1 µM), for inactives: at the top dose growth rescue (activation), most hits filed as activators. 0.14% of 370,000 active; further: % of control where 0% means no effect; nearly all actives have a fitted effect of over 65% in size
#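 Screening used galactose-induced yeast with toxic alpha-synuclein levels, exposed to compound for 24 hr at 30 deg C. Cell growth, read with BacTiter-Glo luminescence, gave the measured signal.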
# The depositor's hits bear a star; i = inactive; ? = inconclusive; · = not tested or not shown; & = joins results of further samples; [ ] = dose if it differs, or a comment. The call rests on the fitted dose curve; in most records, active means well fitted curve in the direction sought with a large enough effect; inconclusive means small, poorly fitted or top-dose-only effect, or another doubt; inactive means no such curve, though single readings can be large; an effect the other way counts as inactive or inconclusive. Potency means the concentration at half of the fitted maximal effect. This is a subset (hit frequency here may not be typical).
SMILES,EPAC2 ag,FUS suppressor,EPAC1 antagonist,PTHR1 ag,EPAC1 ag,TDP-43 yeast inh,EPAC2 antag,aSyn yeast inh
COc1ccc(COC(=O)c2cc(S(=O)(=O)N3CCCCC3)ccc2N2CCOCC2)cc1,5%,0%,-6%,21%,3%,9%,8%,-9%
N#Cc1c(-c2cccs2)cc(-c2cccs2)[nH]c1=O,8%,4%,0%,i,3%,-23%,8%,-6%
CCC(C)NS(=O)(=O)c1ccc(OCC(=O)Nc2ccc3c(c2)OCCO3)cc1 (configuration not stated),-6%,-2%,1%,i,21%,-15%,12%,-2%
C/C(=N\Nc1nccnc1Cl)c1ccc(O)c(C)c1,6%,-21%,4%,i,9%,7%,-2%,-11%
CCc1nc2ccc(C(=O)N3CCN(c4cccc(C)c4C)CC3)cc2nc1CC,9%,35%&19%,10%,-29%&-2%,11%,?,-10%,-8%
CCn1c(/N=C/c2ccccc2NS(=O)(=O)c2ccc(C)cc2)nc2ccccc21,9%,·,-6%,-15%,1%,9%,-4%,-40%[inhibitor]
S=c1nc[nH]c2c1ncn2C1CCCC1,-1%,-10%,-11%,i,1%,-7%,-1%,9%
Cc1ccc(COc2ccccc2C(=S)N2CCCC2)cc1,10%,8%,-5%,-44%[inhibitor],3%,26%,?,3%
CCc1ccc(NC(=O)c2ccc(NC3=NC4CS(=O)(=O)CC4S3)cc2)cc1 (configuration not stated),-6%,40%,-28%,i,12%,7%,-4%,-3%
CCOC(=O)c1[nH]c2ccccc2c1NC(=O)CCN1CCN(C(=O)OCC)CC1,6%,6%,-13%,-4%,8%,-9%,-6%,0%
Cc1ccc(NC(=O)C(C)OC(=O)c2ccc(Cl)nc2)cc1S(=O)(=O)N1CCOCC1 (configuration not stated),-1%,31%,7%,-15%,0%,3%,10%,0%
Cc1ccc(C(=O)NC(CCc2ccccc2)C(=O)O)cc1 (configuration not stated),6%,-6%,9%,i,4%,2%,7%,3%
COC(=O)C1CSC(c2ccc(Cl)cc2)N1C(=O)c1ccccc1 (configuration not stated),1%,4%,-21%,i,-3%,7%,-29%,8%
COc1cc(NC(=O)c2ccc([N+](=O)[O-])o2)ccc1NC(=O)c1cccs1,4%,21%,-8%,-3%,-2%,-5%,-2%,-5%
Cc1cccc(N2CCN(C3C(=O)Nc4ccccc4-n4nnnc43)CC2)c1C (configuration not stated),15%,37%,-3%,-22%,-1%,28%,-6%,16%
CNC(=S)N(CCc1c(C)[nH]c2ccc(F)cc12)Cc1cccnc1,2%,-19%,-2%,-23%,0%,9%,-5%,0%
O=C(Nc1ccccc1)c1cc([N+](=O)[O-])ccc1NC1CCCCC1,12%,29%,-18%,-21%,17%,11%,-5%,14%
COc1cccc(N2CC(C(=O)Nc3nnc(SCC(=O)NCC4CCCO4)s3)CC2=O)c1 (configuration not stated),0%,·,-3%,-13%,3%,10%,5%,-2%
O=C(COc1ccccc1)Nc1cccc(-c2nc3cc4ccccc4cc3[nH]2)c1,0%,38%,-4%,-16%[57.5 µM],7%,-29%,2%,-25%
COc1ccc(NC(=S)NNC(=O)Cn2nc(C(F)F)cc2C(F)F)cc1,-8%,·,-6%,i,-5%,-1%,19%,-1%

# Full records from above.
# COc1ccc(COC(=O)c2cc(S(=O)(=O)N3CCCCC3)ccc2N2CCOCC2)cc1 is listed as EPAC2 ag: 5%; FUS suppressor: 0%; EPAC1 antagonist: -6%; PTHR1 ag: 21%; EPAC1 ag: 3%; TDP-43 yeast inh: 9%; EPAC2 antag: 8%; aSyn yeast inh: -9%
# Cc1ccc(NC(=O)C(C)OC(=O)c2ccc(Cl)nc2)cc1S(=O)(=O)N1CCOCC1 (configuration not stated) is listed as EPAC2 ag: -1%; FUS suppressor: 31%; EPAC1 antagonist: 7%; PTHR1 ag: -15%; EPAC1 ag: 0%; TDP-43 yeast inh: 3%; EPAC2 antag: 10%; aSyn yeast inh: 0%

# Following part.
SMILES,EPAC2 ag,FUS suppressor,EPAC1 antagonist,PTHR1 ag,EPAC1 ag,TDP-43 yeast inh,EPAC2 antag,aSyn yeast inh
Cc1ccc(NC(=O)C(C)Sc2nc(-c3ccccc3)cc(=O)[nH]2)cc1 (configuration not stated),-2%,8%,-8%,i,-8%,13%,2%,1%
COc1cc(C2C(C(=O)c3ccco3)=C(O)C(=O)N2c2cc(C)on2)cc(Br)c1O (configuration not stated),-6%,41%,13%,i,-5%,6%,-6%,5%
CCOC(=O)c1c(-c2ccccc2)oc2ccc(O)cc12,13%,-6%,-10%,i,16%,?,?,4%
CN(c1ccccc1C(=O)Nc1cccc([N+](=O)[O-])c1)S(=O)(=O)c1ccccc1,14%,26%,13%,-6%,24%,22µM*,-7%,2%
COc1ccc(C(=O)Oc2ccc3c(c2)OCO3)cc1OC,9%,6%,6%,i,5%,4%,7%,-6%
CCC(C)NC(=O)c1ccc2c(c1)S(=O)(=O)c1ccccc1C2=O (configuration not stated),-2%,·,-2%,i,1%,20%,9%,-4%
O=C(O)c1ccc(N2CC3CC(C2)c2cccc(=O)n2C3)c(NS(=O)(=O)c2cccc(C(F)(F)F)c2)c1 (configuration not stated),2%,16%,11%,-1%,-4%,-4%[0.397 µM],14%,-3%
CCOc1ccc(-c2nonc2NC(=O)c2ccco2)cc1OCC,4%,-5%&-7%,3%,-1%&-17%,13%,11%&-9%,-12%,-1%
CCc1c(C)sc(NC(=O)c2cc(-c3ccc(O)cc3)on2)c1C#N,-1%,3%,10%,i,-17%,-13%,9%,-4%
CC(=O)c1ccc(NC(=O)C(C)N2CCN(C/C=C/c3ccccc3)CC2)cc1 (configuration not stated),5%,26%,0%,-20%,12%,11%,-2%,0%
COc1ccc(C2(O)CC3CCC(C2)N3c2nc(C)cc(C)c2C#N)cc1 (configuration not stated),10%,4%,18%,i,9%,4%,3%,10%
CC1CCCCC1NC(=O)c1cc(S(=O)(=O)N2CCCCC2)ccc1N1CCOCC1 (configuration not stated),0%,20%,0%,i,3%,5%,-10%,1%
O=C(NCCN1CCOCC1)c1ccccc1Cl,3%,-14%,7%,-1%,7%,22%,-3%,2%
C=CCN(C(=O)CSc1nc2ccsc2c(=O)n1Cc1ccc(C(=O)O)cc1)c1ccccc1,7%,?,-3%,-22%,10%,2%,12%,1%
CCCCC1CCC(c2ccc(C(N)=O)cc2)CC1 (configuration not stated),6%,-29%,0%,i,9%,7%,-2%,6%
Cc1ccc(C(=O)CCC(=O)NCc2ccc(Cl)cc2)cc1,-6%,·,-8%,i,1%,1%,-5%,7%
COc1ccc(C2CC(c3ccc(OC)cc3)n3nc(N)nc3N2)cc1 (configuration not stated),6%,1%,-16%,i,14%,0%,8%,6%
O=c1cc(N2CCc3ccccc32)[nH]c(=O)n1-c1ccccc1,-8%,·,-7%,0%,0%,1%,0%,4%
CCOC(=O)CNC(=O)c1cccs1,2%,-11%,-5%,i,0%,5%,6%,-10%
N#Cc1ccc(NC(=O)N2CCC(c3nc4c(nnn4Cc4cccc(Cl)c4)c(=O)[nH]3)CC2)cc1,-10%,?,-10%,?,6%,-1%,-16%,3%

# Shown field by field: part of the list above
> O=C(NCCN1CCOCC1)c1ccccc1Cl
- EPAC2 ag: 3%
- FUS suppressor: -14%
- EPAC1 antagonist: 7%
- PTHR1 ag: -1%
- EPAC1 ag: 7%
- TDP-43 yeast inh: 22%
- EPAC2 antag: -3%
- aSyn yeast inh: 2%
> C=CCN(C(=O)CSc1nc2ccsc2c(=O)n1Cc1ccc(C(=O)O)cc1)c1ccccc1
- EPAC2 ag: 7%
- FUS suppressor: ?
- EPAC1 antagonist: -3%
- PTHR1 ag: -22%
- EPAC1 ag: 10%
- TDP-43 yeast inh: 2%
- EPAC2 antag: 12%
- aSyn yeast inh: 1%
> CCCCC1CCC(c2ccc(C(N)=O)cc2)CC1 (configuration not stated)
- EPAC2 ag: 6%
- FUS suppressor: -29%
- EPAC1 antagonist: 0%
- PTHR1 ag: i
- EPAC1 ag: 9%
- TDP-43 yeast inh: 7%
- EPAC2 antag: -2%
- aSyn yeast inh: 6%
> Cc1ccc(C(=O)CCC(=O)NCc2ccc(Cl)cc2)cc1
- EPAC2 ag: -6%
- FUS suppressor: ·
- EPAC1 antagonist: -8%
- PTHR1 ag: i
- EPAC1 ag: 1%
- TDP-43 yeast inh: 1%
- EPAC2 antag: -5%
- aSyn yeast inh: 7%

# Carrying on:
SMILES,EPAC2 ag,FUS suppressor,EPAC1 antagonist,PTHR1 ag,EPAC1 ag,TDP-43 yeast inh,EPAC2 antag,aSyn yeast inh
CS(=O)(=O)c1ccccc1C(=O)Nc1nc2ccccc2[nH]1,13%,32%,5%,-1%,8%,-33%[inhibitor],5%,-6%
COc1cc(C=O)ccc1OCCCOc1ccccc1[N+](=O)[O-],1%,·,-9%,-11%,-2%,14%,-4%,10%
O=C(CN1CCOCC1)Nc1cc(C(F)(F)F)ccc1Cl,4%,0%,2%,-8%,-15%,9%,-3%,-1%
Cc1c(-n2c(-c3ccccc3Cl)n[nH]c2=S)c(=O)n(-c2ccccc2)n1C,-3%,18%,11%,20%,-10%,-24%,13%,-3%
O=C1C=C(Nc2ccc(Cl)cc2)CC(c2ccc(Cl)cc2)C1 (configuration not stated),1%,-9%,0%,-1%[57.5 µM],-1%,1%,-2%,-16%
CC(C)(C)NC(=O)C(C1CC1)n1c(=O)c(-c2cc3ccccc3[nH]2)nc2ccccc21 (configuration not stated),0%,41%,-6%,i,1%,26%,-5%,4%
CC1(C)Cc2c(cnn2-c2cccc(F)c2)C(NC(=O)c2ccc[n+]([O-])c2)C1 (configuration not stated),-1%,·,-22%,-22%,-3%,21%,-2%,5%
Cc1ccc(NC(=O)C2CCCN(S(=O)(=O)c3c(C)noc3C)C2)cc1F (configuration not stated),-10%,5%,26%,-17%,-3%,-14%,23%,-8%
O=C(Cn1cc(/C=N/NC(=O)c2cccc3ccccc23)c2ccccc21)Nc1ccc(F)cc1,3%,54%,-20%,i,-1%,-1%,-4%,-2%
Cc1cccc(CCNC(=O)c2cccc(N3CCCC3=O)c2)c1,8%,-9%,-9%,-11%,4%,?,8%,0%
C=C(C)COc1ccc(-c2nc(N)ncc2Oc2ccccc2OCC)c(O)c1,-19%,-2%,-25%,-1%,2%,19%,-25%,2%
O=C(N/N=C\c1ccc(Sc2ccccn2)o1)c1cccc(F)c1,1%,25%,10%,-18%[57.5 µM],7%,-4%,15%,25%
CC(C)(C)c1nc2ccccc2c(=O)n1N1C(=O)c2ccccc2C1=O,18%,21%,-3%,-2%[57.5 µM],0%,-28%,2%,13%

# Compound activity (PubChem)
